Compound activity: PubChem, National Center for Advancing Translational Sciences (NCATS)
GALK inhibitor = blocks human galactokinase activity; Potency, µM (doses to about 57.5 µM), for the others: at the top dose activity change, negative = inhibition, actives largely listed as inhibitors; P51570; hit rate 0.007% among 270,000; Purified GALK, Kinase-Glo residual ATP luminescence; also: potency is read from the fitted curve at half-maximal effect
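The enzyme phosphorylates galactose (100 uM) using ATP (35 uM); inhibition is detected as higher residual ATP, quantified by bioluminescence after 1 h reaction at room temperature, pH 8.0.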
B2AR arrestin = agonists driving beta-arrestin recruitment to human beta2-adrenergic receptor. P07550. beta-arrestin recruitment to beta2AR, cell-based reporter. Potency, µM (highest dose often 46.1 µM), without a hit: at the top dose activation, hits mostly activators. hit rate 0.02% among 330,000;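 also: potency is read from the fitted curve at half-maximal effect; 0% = DMSO controls and full agonism = EC100 isoproterenol or metaproterenol; nearly all actives have a fitted effect of over 65% in size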
Target sequence (P07550 whole entry, looked up): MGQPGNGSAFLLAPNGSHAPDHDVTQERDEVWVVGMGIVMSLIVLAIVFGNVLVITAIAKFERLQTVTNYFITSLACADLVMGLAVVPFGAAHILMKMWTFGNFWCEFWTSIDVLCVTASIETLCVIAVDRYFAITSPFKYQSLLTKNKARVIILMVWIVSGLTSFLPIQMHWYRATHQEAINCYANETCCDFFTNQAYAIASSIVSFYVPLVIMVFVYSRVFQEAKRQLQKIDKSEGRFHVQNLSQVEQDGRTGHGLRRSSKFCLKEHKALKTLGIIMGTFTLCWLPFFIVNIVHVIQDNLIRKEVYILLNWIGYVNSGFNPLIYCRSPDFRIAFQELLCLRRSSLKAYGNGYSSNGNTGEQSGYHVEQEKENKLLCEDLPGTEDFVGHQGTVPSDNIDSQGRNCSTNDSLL
BCR signal inh = chronic active BCR signaling inhibition; AID 493014; hit rate 0.05% among 340,000; Potency, µM (doses to about 46.1 µM), inactives show at the highest dose ratio change, negative = lower green/red ratio, most hits filed as inhibitors; ABC-DLBCL IkBa-CBG/CBR reporter, luminescence ratio, 4 h; active = well fitted inhibition curve with a large enough effect in the signal ratio, with a control signal flat, not every such curve was filed as active; inconclusive = small, poorly fitted or top-dose-only effect, or effect the other way, or a change in a side signal; the % refers to the signal ratio;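 also: potency is read from the fitted curve at half-maximal effect; plate controls were basal doxycycline-induced cells for no effect and cells given 10 µM MG132 for full effect; MG132 reads +100%, hits lower the ratio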
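Cell line TMD8 (human ABC DLBCL), stably expressing tet-inducible CBG68-IkBa fusion and CBR; IMDM/0.5% FBS; cpd up to 46 uM; dox induction, 4 h, 37C/5% CO2; dual luminescence; green/red ratio; MG132 control.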
Eya2 phos inh = blocks the phosphatase activity of human Eya2. O00167. recombinant Eya2, OMFP fluorescence dephosphorylation (OMFP is methylfluorescein phosphate). Potency, µM (top dose mostly 76.9 µM), without a hit: top-dose activity, negative = inhibition, most hits filed as inhibitors. hit rate 0.006% among 330,000. AID 488837; also: potency is read from the fitted curve at half-maximal effect
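Eya2 protein (added as 0.2 uM solution) was preincubated with compound for 10 min at ambient temperature in 50 mM HEPES pH 7.5, 50 mM NaCl, 5 uM MgCl2, 0.05% BSA, 1 mM DTT. OMFP (added at 50 uM) then reacted 10 min; fluorescence read at 485/525 nm.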
USP2a block = inhibitors of human ubiquitin-specific protease USP2a; USP2 core, Ub-CHOP2 coupled fluorogenic reporter, 485/531; O75604; AID 463254; Potency, µM (top dose mostly 38.3 µM), for inactives: at the highest dose activity change, negative = inhibition, actives largely listed as inhibitors; hit rate 0.01% among 330,000;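 also: potency is read from the fitted curve at half-maximal effect; plate controls were DMSO wells for no effect and full inhibition by NEM control for full effect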
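USP2 core (10nM final) preincubated 30min RT with compound in 20mM Tris-HCl pH 8.0, 2mM CaCl2, 2mM beta-mercaptoethanol, 0.05% CHAPS; 25nM Ub-CHOP2 plus 25nM reporter substrate added, fluorescence (Ex485/Em531) read after 60min.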
FBPA coupling cs = coupling enzyme interference in Giardia aldolase counter-screen; coupling enzyme system counterscreen, AmpLite Red fluorescence; activity change, negative = inhibition, % at 58.2 µM, hits read low; hit rate 0.67% among 290,000; in the data active = activity change below about -30%
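Fluorescence at 525 nm excitation and 598 nm emission measured inhibition of the coupled detection system without aldolase. Compounds (at 57.5 uM final) were preincubated 10 min at room temperature with coupling enzyme reagent before a 20 min substrate/AmpLite Red step.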
Giardia killer = kills Giardia lamblia. Giardia lamblia trophozoite viability. activity change, % at 7.66 µM, hits read low. hit rate 0.15% among 340,000. AID 540267; in the data active = activity change below about -80%; inconclusive = between about -30% and that limit;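 also: parasites exposed to compound for two days anaerobically before the ATP read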
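Luminescent ATP signal served as the viability read-out, measured 15-30 min after adding ATP detection reagent to trophozoites that had been incubated with compounds for 48 hrs at 37 deg C anaerobically at 100 cells/well.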
PKM2 act = activators of human pyruvate kinase M2; purified PKM2, Kinase-Glo ATP luminescence, activation; response scale: 0% is enzyme alone, no compound; P14618; Potency, µM (series often up to 57.5 µM), for inactives: at the highest dose activation, actives largely listed as activators; AID 1631; hit rate 0.34% among 260,000; also: potency is read from the fitted curve at half-maximal effect; nearly all actives have a fitted effect of over 55% in size
Target sequence (P14618 whole entry, looked up): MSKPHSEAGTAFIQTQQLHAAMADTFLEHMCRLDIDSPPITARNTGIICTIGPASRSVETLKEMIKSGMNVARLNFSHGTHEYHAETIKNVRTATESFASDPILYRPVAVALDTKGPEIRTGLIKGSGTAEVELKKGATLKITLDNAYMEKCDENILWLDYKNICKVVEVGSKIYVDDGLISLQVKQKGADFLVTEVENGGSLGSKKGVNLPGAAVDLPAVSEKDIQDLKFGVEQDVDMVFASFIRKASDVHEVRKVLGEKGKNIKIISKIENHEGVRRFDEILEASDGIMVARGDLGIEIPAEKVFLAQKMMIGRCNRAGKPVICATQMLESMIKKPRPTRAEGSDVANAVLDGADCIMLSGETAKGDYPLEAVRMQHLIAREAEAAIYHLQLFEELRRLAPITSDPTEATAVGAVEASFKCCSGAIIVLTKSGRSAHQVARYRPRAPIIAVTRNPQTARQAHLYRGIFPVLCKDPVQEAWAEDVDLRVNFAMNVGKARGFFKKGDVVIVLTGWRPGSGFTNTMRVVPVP
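ATP formation by purified human PK-M2, quantified via coupled luciferase luminescence after 1 h at room temperature with 0.1 mM ADP and 0.5 mM PEP final.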
KCNH2 3.1 inh = inhibitors of human KCNH2 3.1 potassium channel isoform. hit rate 0.95% among 340,000. activity change, % (tested at about 1.8 µM). U2OS KCNH2 3.1, thallium flux FluxOr; active compounds read low;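 active = maximum activity change below -70%; inconclusive = maximum activity change from -70% to -50%; inactive = maximum activity change above -50%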;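 also: thallium influx rate constant from kinetic fluorescence after stimulation buffer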
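We transduce U2OS cells with the mutant 3.1 virus, culture them overnight, load FluxOr with Red40 quencher for 45 min, then add stimulation buffer and read kinetically for 2 min to derive a normalized rate constant.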
uPA generation = inhibitors of cell surface uPA generation | AID 540303 | hit rate 0.31% among 330,000 | Potency, µM (doses to about 38.3 µM), for the others: at the top dose activity change, negative = inhibition, hits mostly inhibitors | cell surface uPA generation assay, qHTS; active = well fitted inhibition curve with a large enough effect; inconclusive = small, poorly fitted or top-dose-only effect; inactive = no such curve, though single readings can be large or run the other way; tested in mouse RAW 264.7 cells; also: potency is read from the fitted curve at half-maximal effect; nearly all actives have a fitted effect of over 55% in size
KCNH2 WT inh = inhibitors of human wildtype KCNH2 potassium channel; Q12809; U2OS, BacMam KCNH2, thallium flux FluxOr; active compounds read low; activity change, % at 1.84 µM; hit rate 0.37% among 340,000;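 active = maximum activity change below -70%; inconclusive = maximum activity change between -70% and -50%; inactive = maximum activity change above -50%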
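U2OS cells transduced with wild-type KCNH2 virus are loaded with FluxOr dye for 45 min, and thallium flux is measured in kinetic reads before and after stimulation buffer. Rate constants are normalized to DMSO controls.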
An asterisk follows results filed as active; [ ] = remark or other dose. Unless noted, calls follow the shape of the dose curve; as a rule, active = well fitted curve in the direction sought with a large enough effect; inconclusive = small, poorly fitted or top-dose-only effect, or another doubt; inactive = no such curve, though single readings can be large; an effect the other way counts as inactive or inconclusive. Unless noted, % is scaled to controls: 0 for no effect and ±100 for the full control effect.

How did O=c1c(-c2cnn(-c3ccccc3)c2)coc2cc(O)ccc12 do in these assays?
GALK inhibitor: 0%; B2AR arrestin: -0.7%; BCR signal inh: inconclusive; Eya2 phos inh: -6%; USP2a block: 0%; FBPA coupling cs: 5; Giardia killer: -6; PKM2 act: 7%; KCNH2 3.1 inh: 7; uPA generation: -4%; KCNH2 WT inh: 1

Results for COc1ccc(CNCCCO)cc1OC ?
GALK inhibitor: 0%; B2AR arrestin: 0.1%; BCR signal inh: 3%; Eya2 phos inh: 3%; USP2a block: 5%; FBPA coupling cs: 2; Giardia killer: 4; PKM2 act: -1%; KCNH2 3.1 inh: -3; uPA generation: 0%; KCNH2 WT inh: 4

What do the screens show for `Cc1ccc(C(C)(C)C)cc1S(=O)(=O)N1CC(=O)Nc2ccccc21`?
GALK inhibitor: 1%; B2AR arrestin: -0.3%; BCR signal inh: 0%; Eya2 phos inh: -18%; USP2a block: 4%; FBPA coupling cs: -2; Giardia killer: -10; KCNH2 3.1 inh: -1; uPA generation: -3%; KCNH2 WT inh: 2

Results for O=C1c2cccc3cc(Br)cc(c23)C(=O)N1Nc1ccccc1 ?
GALK inhibitor: -4%; B2AR arrestin: -2.6%; BCR signal inh: 4%; Eya2 phos inh: -14%; USP2a block: -1%; FBPA coupling cs: 1; Giardia killer: -3; PKM2 act: 3%; KCNH2 3.1 inh: -7; uPA generation: -6%; KCNH2 WT inh: -2

What do the screens show for `CC1CCCN(CC(O)COC(c2ccccc2)c2ccccc2)C1` (configuration not stated)?
GALK inhibitor: -2%; B2AR arrestin: 0.0%; BCR signal inh: 0%; Eya2 phos inh: 10%; USP2a block: -1%; FBPA coupling cs: -1; Giardia killer: -7; PKM2 act: 3%; KCNH2 3.1 inh: 1; uPA generation: -1%; KCNH2 WT inh: 49

Results for CSc1nc(NCc2ccccc2)c2c3c(sc2n1)CN(C)CC3 ?
GALK inhibitor: -1%; B2AR arrestin: -0.4%; BCR signal inh: 11%; Eya2 phos inh: -14%; USP2a block: -1%; FBPA coupling cs: -2; Giardia killer: 4; PKM2 act: -6%; KCNH2 3.1 inh: -3; KCNH2 WT inh: 33

Results for CC(C)CC(=O)Nc1ccc(C(=O)Cn2c(=O)oc3ccccc32)cc1 ?
GALK inhibitor: 2%; B2AR arrestin: 0.3%; BCR signal inh: inconclusive; Eya2 phos inh: 16%; USP2a block: 2%; FBPA coupling cs: 2; Giardia killer: 11; PKM2 act: 2%; KCNH2 3.1 inh: 6; uPA generation: 21%; KCNH2 WT inh: -3

What do the screens show for `O=C(COC(=O)c1n[nH]c2ccccc12)NC(=O)NCc1ccco1`?
GALK inhibitor: 0%; B2AR arrestin: -1.0%; BCR signal inh: -4%; Eya2 phos inh: -3%; USP2a block: -1%; FBPA coupling cs: 0; Giardia killer: 0; PKM2 act: -3%; KCNH2 3.1 inh: 2; uPA generation: 3%; KCNH2 WT inh: 6

Results for Cc1ccc(C)c(C(=O)COC(=O)c2cc([N+](=O)[O-])ccc2NCCO)c1 ?
GALK inhibitor: 0%; B2AR arrestin: 0.0%; BCR signal inh: -3%; Eya2 phos inh: -15%; USP2a block: -1%; FBPA coupling cs: -3; Giardia killer: -15; PKM2 act: 0%; KCNH2 3.1 inh: 16; uPA generation: -3%; KCNH2 WT inh: -10

Results for COCCOc1cc(Nc2nnc(C(F)(F)F)s2)c(Cl)cc1Cl ?
GALK inhibitor: -2%; B2AR arrestin: -1.1%; BCR signal inh: 4%; Eya2 phos inh: -6%; USP2a block: 10%; FBPA coupling cs: 4; Giardia killer: 1; PKM2 act: 0%; KCNH2 3.1 inh: 4; uPA generation: -1%; KCNH2 WT inh: 0

How did Cc1cccc(NS(=O)(=O)c2cccs2)n1 do in these assays?
GALK inhibitor: 2%; B2AR arrestin: -0.6%; BCR signal inh: -1%; Eya2 phos inh: -4%; USP2a block: 0%; FBPA coupling cs: 0; Giardia killer: -23; PKM2 act: 20%; KCNH2 3.1 inh: 12; uPA generation: -5%; KCNH2 WT inh: 4

How did CCCCOC(=O)Cn1c(=N)n(CCC)c2ccccc21 do in these assays?
GALK inhibitor: -2%; B2AR arrestin: -0.2%; BCR signal inh: -1%; Eya2 phos inh: -22%; USP2a block: 1%; FBPA coupling cs: 1; Giardia killer: 7; PKM2 act: -10%; KCNH2 3.1 inh: -9; uPA generation: 5%; KCNH2 WT inh: -2

How did COc1ccccc1C(=O)Nc1nc(-c2ccc(S(=O)(=O)N3CCOCC3)cc2)cs1 do in these assays?
GALK inhibitor: -1%; B2AR arrestin: -0.2%; BCR signal inh: inconclusive; Eya2 phos inh: -15%; USP2a block: -2%; FBPA coupling cs: -1; Giardia killer: -11; PKM2 act: -4%; KCNH2 3.1 inh: -8; uPA generation: -12%; KCNH2 WT inh: -4

Results for C#CC(C)(CC)NC(=O)c1cc(OC)c(OC)c(OC)c1 (configuration not stated) ?
GALK inhibitor: -2%; B2AR arrestin: -0.1%; BCR signal inh: -2%; Eya2 phos inh: -20%; USP2a block: 2%; FBPA coupling cs: 1; Giardia killer: -4; PKM2 act: -14%; KCNH2 3.1 inh: -5; uPA generation: 0%; KCNH2 WT inh: 3

What do the screens show for `O=C(C1CCN(S(=O)(=O)c2cnc[nH]2)CC1)N(CCc1ccccc1)Cc1ccccc1`?
GALK inhibitor: -3%; B2AR arrestin: -0.2%; BCR signal inh: inconclusive; Eya2 phos inh: 2%; USP2a block: -1%; FBPA coupling cs: 3; Giardia killer: 5; PKM2 act: 2%; KCNH2 3.1 inh: 5; uPA generation: 2%; KCNH2 WT inh: 26

How did CSCCC(NC(=O)c1ccco1)C(=O)OCC(=O)N(Cc1ccccc1)C(C)(C)C (configuration not stated) do in these assays?
B2AR arrestin: -0.2%; BCR signal inh: 0%; Eya2 phos inh: 10%; USP2a block: -2%; Giardia killer: inconclusive; KCNH2 3.1 inh: 13; uPA generation: -4%; KCNH2 WT inh: 1

What do the screens show for `NC(=O)c1c(NC(=O)C(=O)NCCCN2CCOCC2)sc2c1CCCC2`?
GALK inhibitor: -3%; B2AR arrestin: -0.4%; BCR signal inh: -8%; Eya2 phos inh: -10%; USP2a block: 2%; Giardia killer: 1; KCNH2 3.1 inh: 7; uPA generation: 9%; KCNH2 WT inh: -37

Results for COC(=O)C1CCCCN1C(=O)c1ccc(OC2CCN(C(C)=O)CC2)c(OC)c1 (configuration not stated) ?
GALK inhibitor: -6%; B2AR arrestin: 4.1%; BCR signal inh: 0%; Eya2 phos inh: -1%; USP2a block: 2%; Giardia killer: 3; PKM2 act: -5%; KCNH2 3.1 inh: 5; uPA generation: -12%; KCNH2 WT inh: -8

What do the screens show for `Cc1cc(S(=O)(=O)N(Cc2ccc(C(C)C)cc2)CC2CCCO2)ccc1-n1cnnn1` (configuration not stated)?
GALK inhibitor: 2%; B2AR arrestin: -0.1%; BCR signal inh: -2%; Eya2 phos inh: -8%; USP2a block: -9%; FBPA coupling cs: 0; Giardia killer: -1; PKM2 act: 0%; KCNH2 3.1 inh: -6; uPA generation: 1%; KCNH2 WT inh: -10

How did COC(=O)c1ccc(COc2ccc(C#N)cc2)o1 do in these assays?
GALK inhibitor: -3%; B2AR arrestin: -0.5%; BCR signal inh: 7%; Eya2 phos inh: -8%; USP2a block: 0%; FBPA coupling cs: 0; Giardia killer: -21; PKM2 act: 2%[11.5 µM]; KCNH2 3.1 inh: -7; uPA generation: -1%; KCNH2 WT inh: 5

How did COc1ccccc1C(=O)NCC(=O)OC(C)C(=O)N1CCOCC1 (configuration not stated) do in these assays?
B2AR arrestin: -0.2%; BCR signal inh: -2%; Eya2 phos inh: 3%; USP2a block: 0%; Giardia killer: 3; KCNH2 3.1 inh: 7; uPA generation: -1%; KCNH2 WT inh: 27

What do the screens show for `Cc1ccc(O)c(NC(=O)c2cccc(NC(=O)c3ccco3)c2)c1`?
GALK inhibitor: -3%; B2AR arrestin: 0.4%; BCR signal inh: inconclusive; Eya2 phos inh: -9%; USP2a block: 4%; FBPA coupling cs: -3; Giardia killer: -4; PKM2 act: -10%; KCNH2 3.1 inh: -6; uPA generation: -3%; KCNH2 WT inh: 1

How did COc1ccc(-c2cc(C(=O)N/N=C(\C)c3cccnc3)c3ccccc3n2)c(OC)c1 do in these assays?
GALK inhibitor: -7%; B2AR arrestin: 0.1%; BCR signal inh: -1%; Eya2 phos inh: -8%; USP2a block: 4%; Giardia killer: 5; PKM2 act: -2%; KCNH2 3.1 inh: -6; uPA generation: inconclusive; KCNH2 WT inh: 5

What do the screens show for `CC(C)c1nnc2c(N(C)S(=O)(=O)c3ccccc3)nc3ccccc3n12`?
GALK inhibitor: -2%; B2AR arrestin: -0.3%; BCR signal inh: 7%; Eya2 phos inh: 5%; USP2a block: 3%; FBPA coupling cs: 4; Giardia killer: -4; KCNH2 3.1 inh: 10; uPA generation: -4%; KCNH2 WT inh: 4
